Bioassay records as filed in PubChem BioAssay.
RAD54 branch: inhibitors of human RAD54 branch migration. Q92698. RAD54 Holliday junction branch migration, FAM/BHQ fluorescence. inhibition, % at 10.4 µM. 0.14% of 360,000 active;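 active means mean normalized replicate activity at least 40 and at least half of replicates scoring 40 or more; inconclusive means only one of the two criteria met; inactive means mean below 40 and under half of replicates reaching 40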;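 further: 0% = median of neutral control wells and 100% = median of positive control wells; inhibitors cause a drop in the FAM fluorescence signal; in these data hits start at about 50%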
Target sequence (Q92698 whole entry, looked up): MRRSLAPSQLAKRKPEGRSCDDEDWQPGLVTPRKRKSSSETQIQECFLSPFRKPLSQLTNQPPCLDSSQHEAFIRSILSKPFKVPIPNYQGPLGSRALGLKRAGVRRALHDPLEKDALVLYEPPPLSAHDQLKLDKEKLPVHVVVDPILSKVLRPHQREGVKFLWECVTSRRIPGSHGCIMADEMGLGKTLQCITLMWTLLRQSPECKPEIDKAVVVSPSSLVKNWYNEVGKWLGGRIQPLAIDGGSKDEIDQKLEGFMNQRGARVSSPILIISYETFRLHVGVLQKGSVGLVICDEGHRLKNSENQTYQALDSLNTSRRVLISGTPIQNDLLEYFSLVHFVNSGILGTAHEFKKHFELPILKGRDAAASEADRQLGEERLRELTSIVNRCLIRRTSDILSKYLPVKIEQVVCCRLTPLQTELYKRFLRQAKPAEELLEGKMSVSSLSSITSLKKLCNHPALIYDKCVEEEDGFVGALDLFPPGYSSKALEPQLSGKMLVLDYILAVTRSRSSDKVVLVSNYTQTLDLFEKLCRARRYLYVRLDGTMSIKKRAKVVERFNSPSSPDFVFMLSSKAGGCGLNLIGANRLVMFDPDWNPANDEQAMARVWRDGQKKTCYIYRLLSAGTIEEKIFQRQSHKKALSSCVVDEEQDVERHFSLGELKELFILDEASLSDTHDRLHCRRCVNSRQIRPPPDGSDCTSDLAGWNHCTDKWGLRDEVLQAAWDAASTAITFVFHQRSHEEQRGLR
esBAF inh: SWI/SNF esBAF complex inhibition; 2% of 350,000 active; reporter increase, % at 12.5 µM; mouse ES cells, Bmi1-luciferase knock-in reporter, 24 h; 100% = twice the neutral-well signal; in the data active means activation above about 40%; inconclusive means no clear call, values can overlap the other calls;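 further: 0% = median of the plate's neutral control wells and 100% = double that signal; a rise in the Bmi1 reporter signal indicates esBAF inhibition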
An asterisk follows results filed as active. Not all compounds are listed, so the mix of outcomes need not match the whole.

How did O=C(Cc1ccccc1)Nc1ccc(-c2nnc(-c3ccco3)o2)cc1 do in these assays?
RAD54 branch: 1; esBAF inh: 14

Results for CN(C)C(=O)Nc1cnc2ccccc2c1 ?
RAD54 branch: -6; esBAF inh: 7

How did CC(=O)C1=C(C)OC(N)=C(C#N)C1c1cc2cc(C)c(C)cc2nc1Cl (centres undefined) do in these assays?
RAD54 branch: -4; esBAF inh: -4

How did Cn1c(=O)n(C)c2cc(S(=O)(=O)NCc3ccco3)ccc21 do in these assays?
RAD54 branch: -1; esBAF inh: -9

What do the screens show for `Clc1ccc(C(c2ccccc2)N2CCNCC2)cc1` (centres undefined)?
RAD54 branch: -5; esBAF inh: -9

Results for COC(=O)c1ccc(OCCn2cnc3ccccc3c2=O)cc1 ?
RAD54 branch: -3; esBAF inh: 23

Results for O=C(/C=C/c1ccc(Cl)cc1Cl)NC(=S)Nc1ccccn1 ?
RAD54 branch: -13; esBAF inh: 40

How did Cc1cc(NC(=O)CCC(=O)N(CC(=O)NCC2CCCO2)c2ccc3c(c2)OCCO3)no1 (centres undefined) do in these assays?
RAD54 branch: -9; esBAF inh: -6

Results for CCOC(=O)N1CCN(S(=O)(=O)c2cccc3ccc(C)nc23)CC1 ?
RAD54 branch: 8; esBAF inh: 4

How did COc1cccc(-c2cc(C(=O)Nc3cc(OC)c(OC)c(OC)c3)no2)c1 do in these assays?
RAD54 branch: -5; esBAF inh: -2

Results for O=C(CSc1nc2ccccc2[nH]1)NC1CCS(=O)(=O)C1 (centres undefined) ?
RAD54 branch: -4; esBAF inh: -9

Results for COc1ccccc1C1C(C(=O)c2sc(C)nc2C)=C(O)C(=O)N1CCN1CCOCC1 (centres undefined) ?
RAD54 branch: 0; esBAF inh: 20

How did COc1ccc(NC(=O)CN2CCN(S(=O)(=O)c3ccc(C(C)C)cc3)CC2)cc1OC do in these assays?
RAD54 branch: 2; esBAF inh: 2

What do the screens show for `CCCCC(=O)Nc1nc2c(s1)COc1ccccc1-2`?
RAD54 branch: -2; esBAF inh: 16

Results for c1ccc(Cn2ncc3c(N4CCCCC4)ncnc32)cc1 ?
RAD54 branch: -9; esBAF inh: 8

What do the screens show for `Cc1ccccc1N(C(=O)Cn1nnc(-c2cccs2)n1)C(C(=O)NCCC(C)C)c1ccco1` (centres undefined)?
RAD54 branch: 2; esBAF inh: 5

What do the screens show for `O=C(NCc1cccc(C(F)(F)F)c1)c1ccc2sc(C3=C[C@@H](O)[C@@H](O)[C@@H](CO)O3)nc2c1`?
RAD54 branch: -3; esBAF inh: 6

What do the screens show for `CN(C)c1ccc2c(c1)OC(N)=C(C#N)C2c1cccc(F)c1` (centres undefined)?
RAD54 branch: -32; esBAF inh: -22

Results for COC(=O)c1ccc(NC(=O)C(=O)N2CCCC2)cc1 ?
RAD54 branch: 3; esBAF inh: 38

How did CCCn1nnc2sc3c(c2c1=O)CCC(C)C3 (centres undefined) do in these assays?
RAD54 branch: 6; esBAF inh: inconclusive

Results for Cc1cc(C2N=C(N)Nc3nc4ccccc4n32)c(C)n1-c1ccccc1Cl (centres undefined) ?
RAD54 branch: 10; esBAF inh: -1

How did COc1cccc(/C=N/NC(=O)CSc2nnc(C)n2-c2ccccc2)c1OC do in these assays?
RAD54 branch: -6; esBAF inh: 10

How did COc1ccc(C(=O)c2ccc(CC#N)s2)cc1 do in these assays?
RAD54 branch: -8; esBAF inh: 51*

How did O=C(CN1CCCCC1)Nc1cccc2c1OCO2 do in these assays?
RAD54 branch: 0; esBAF inh: -3

How did CCCS(=O)(=O)NC(=O)C1(C)CCCN(C(=O)c2cccc(C)c2C)C1 (centres undefined) do in these assays?
RAD54 branch: 3; esBAF inh: -7

What do the screens show for `Cc1ccc(-c2noc(CCC(=O)NCc3ccc4c(c3)OCO4)n2)cc1`?
RAD54 branch: -1; esBAF inh: -6

How did CC(C)N(C1=N/C(=C\c2ccco2)C(=O)N1c1ccccc1)C(C)C do in these assays?
RAD54 branch: -5; esBAF inh: -8

Results for C=CCn1c(COc2ccc(CC)cc2)nnc1SCC(=O)NC1CCS(=O)(=O)C1 (centres undefined) ?
RAD54 branch: -4; esBAF inh: 12

How did COC(=O)c1c(C)oc2ccc(N(C(=O)c3ccncc3)S(=O)(=O)c3ccccc3)cc12 do in these assays?
RAD54 branch: 3; esBAF inh: -28

Results for CCSc1nnc(-c2c[nH]c3ccccc23)o1 ?
RAD54 branch: -5; esBAF inh: 49*

What do the screens show for `Cc1ccc(C(c2nnnn2CCC(C)C)N2CCN(C)CC2)cc1` (centres undefined)?
RAD54 branch: -16; esBAF inh: 5

Results for C=CCNc1nc(NC(C)(C)CO)nc(OCC)n1 ?
RAD54 branch: 1; esBAF inh: 3

How did Cc1nnc2n(-c3ccccc3)c(=O)c3c4c(sc3n12)CC(C)CC4 (centres undefined) do in these assays?
RAD54 branch: -10; esBAF inh: 1

What do the screens show for `CC(=O)c1c(C(C)=O)c(C)n(NC(=O)c2ccccc2O)c1C`?
RAD54 branch: -2; esBAF inh: -9

How did CCOc1cc2[nH]c(=O)n(CCCN3CCCC3=O)c(=O)c2cc1OCC do in these assays?
RAD54 branch: 12; esBAF inh: 5

How did CCCCNC(=O)Cn1cnc2c(cnn2-c2ccc(C)c(C)c2)c1=O do in these assays?
RAD54 branch: 6; esBAF inh: -4

Results for O=C(Nc1cc(C(F)(F)F)ccc1N1CCOCC1)c1cncc(Br)c1 ?
RAD54 branch: -5; esBAF inh: -8

What do the screens show for `Cc1ccc(S(=O)(=O)CCC(=O)Nc2ccc3c(c2)OCO3)cc1`?
RAD54 branch: -7; esBAF inh: -5

How did Cc1c(/C(O)=C2/C(=O)C(=O)N(Cc3cccnc3)C2c2cccs2)cnn1-c1ccccc1 (centres undefined) do in these assays?
RAD54 branch: -2; esBAF inh: 46*

How did CCOC(=O)c1sc(NC(=S)NC(=O)c2cccc(Cl)c2)c(C(=O)OCC)c1C do in these assays?
RAD54 branch: -1; esBAF inh: -6

What do the screens show for `C=CCN1CCN(C(c2cc(OC)ccc2OC)c2nnnn2CC2CCCO2)CC1` (centres undefined)?
RAD54 branch: -3; esBAF inh: -6

How did CCN1CCN(CCCNC(=O)C2CCCN(c3nnc(-n4cccc4)s3)C2)CC1 (centres undefined) do in these assays?
RAD54 branch: -9; esBAF inh: -1

Results for CCC(C)C(NC(=O)OC(C)(C)C)C(=O)NC(Cc1ccccc1)C(=O)OC (centres undefined) ?
RAD54 branch: -5; esBAF inh: 11

Results for CC(C)CC(=O)N1CCN(C(=O)CCC2CCCC2)CC1 ?
RAD54 branch: 2; esBAF inh: -4

What do the screens show for `COc1cc(S(=O)(=O)NC2CCCCC2C)ccc1Cl` (centres undefined)?
RAD54 branch: 5; esBAF inh: 6

Results for COc1ccc(Nc2nc(C)cc(=O)[nH]2)c(OC)c1 ?
RAD54 branch: 8; esBAF inh: 10

How did CC1CCCC(C)N1S(=O)(=O)c1ccc(NC(=O)c2ccccc2C(=O)N2CCOCC2)cc1 (centres undefined) do in these assays?
RAD54 branch: 6; esBAF inh: -7

What do the screens show for `Cc1cc2ncn(S(=O)(=O)c3ccc(S(=O)(=O)N4CCCCCC4)cc3)c2cc1C`?
RAD54 branch: -6; esBAF inh: 8

Results for COc1ccc(OC/C(O)=C(\C#N)c2nc3ccccc3[nH]2)cc1 ?
RAD54 branch: -9; esBAF inh: -3

How did c1ccc(-c2nc(N3CCCCCC3)c3ccccc3n2)nc1 do in these assays?
RAD54 branch: 56*; esBAF inh: 22

How did CCCCn1c(SCc2c(C)noc2C)nc2cc(S(N)(=O)=O)ccc21 do in these assays?
RAD54 branch: -6; esBAF inh: -15

What do the screens show for `Cn1c(=O)c2c(nc(NCc3ccc4c(c3)OCO4)n2Cc2ccccc2F)n(C)c1=O`?
RAD54 branch: 3; esBAF inh: -33

How did Cc1cc(OCC(=O)NCCN2CCOCC2)cc(C)c1Br do in these assays?
RAD54 branch: 8; esBAF inh: -2

How did COc1ccc(CN2CCOCC2)cc1OC do in these assays?
RAD54 branch: -11; esBAF inh: 0

Results for Cc1ccc(C(=O)NCc2ccco2)cc1S(=O)(=O)Nc1cccc(Cl)c1 ?
RAD54 branch: -12; esBAF inh: -3

How did CCOC(=O)N1CCN(S(=O)(=O)c2ccc(OC)c(Cl)c2)CC1 do in these assays?
RAD54 branch: 7; esBAF inh: -3

Results for CCC(C)N(C(=O)COC(=O)c1cn(CC)c2nc(C)ccc2c1=O)C1CCS(=O)(=O)C1 (centres undefined) ?
RAD54 branch: -3; esBAF inh: 1

How did CC(C)Cn1c(Br)nc2c1c(=O)n(CCC#N)c(=O)n2C do in these assays?
RAD54 branch: -12; esBAF inh: -1

What do the screens show for `COc1cc(N=Cc2c(O)[nH]c3ccccc23)cc(OC)c1OC`?
RAD54 branch: 6; esBAF inh: -2

What do the screens show for `CCOC(=O)c1sc(N(Cc2ccccc2)C(=O)CN2C(=O)CN(C)C2=O)nc1C`?
RAD54 branch: -15; esBAF inh: 0

Sorted by count of non-hydrogen atoms (rising): 11 of the compounds above
Results for CCSc1nnc(-c2c[nH]c3ccccc23)o1 ?
RAD54 branch: -5; esBAF inh: 49*

Results for CC(C)CC(=O)N1CCN(C(=O)CCC2CCCC2)CC1 ?
RAD54 branch: 2; esBAF inh: -4

How did Cc1cc(OCC(=O)NCCN2CCOCC2)cc(C)c1Br do in these assays?
RAD54 branch: 8; esBAF inh: -2

What do the screens show for `CN(C)c1ccc2c(c1)OC(N)=C(C#N)C2c1cccc(F)c1` (centres undefined)?
RAD54 branch: -32; esBAF inh: -22

What do the screens show for `Cc1ccc(S(=O)(=O)CCC(=O)Nc2ccc3c(c2)OCO3)cc1`?
RAD54 branch: -7; esBAF inh: -5

How did Cc1nnc2n(-c3ccccc3)c(=O)c3c4c(sc3n12)CC(C)CC4 (centres undefined) do in these assays?
RAD54 branch: -10; esBAF inh: 1

How did CCCS(=O)(=O)NC(=O)C1(C)CCCN(C(=O)c2cccc(C)c2C)C1 (centres undefined) do in these assays?
RAD54 branch: 3; esBAF inh: -7

How did CCOc1cc2[nH]c(=O)n(CCCN3CCCC3=O)c(=O)c2cc1OCC do in these assays?
RAD54 branch: 12; esBAF inh: 5

Results for C=CCn1c(COc2ccc(CC)cc2)nnc1SCC(=O)NC1CCS(=O)(=O)C1 (centres undefined) ?
RAD54 branch: -4; esBAF inh: 12

How did COC(=O)c1c(C)oc2ccc(N(C(=O)c3ccncc3)S(=O)(=O)c3ccccc3)cc12 do in these assays?
RAD54 branch: 3; esBAF inh: -28

How did Cc1cc(NC(=O)CCC(=O)N(CC(=O)NCC2CCCO2)c2ccc3c(c2)OCCO3)no1 (centres undefined) do in these assays?
RAD54 branch: -9; esBAF inh: -6

(next part)
Results for CCCc1cc(Nc2cccc(OC)c2)n2ncnc2n1 ?
RAD54 branch: 0; esBAF inh: -14

How did COc1cc(C)c(Cl)cc1S(=O)(=O)N(C)C do in these assays?
RAD54 branch: -8; esBAF inh: -13

Results for COC(=O)c1[nH]c(C)c(/C(O)=C2\C(=O)C(=O)N(CCN(C)C)C2c2cc(OC)ccc2OC)c1C (centres undefined) ?
RAD54 branch: 3; esBAF inh: -6

What do the screens show for `CC1(C)CCCN(C(=O)c2coc(=O)c(Br)c2)C1`?
RAD54 branch: -7; esBAF inh: 4

How did COc1ccc(CCNC(=O)c2nnn(CC(=O)Nc3ccccc3)c2N)cc1OC do in these assays?
RAD54 branch: -2; esBAF inh: -1

How did C/C(CCc1oc2ccccc2c1-c1ccc(C)o1)=N/O do in these assays?
RAD54 branch: -7; esBAF inh: -2

What do the screens show for `Cc1ccc(C(=C2C3C=CC2C2C(=O)NC(=O)C32)c2ccc(C)cc2)cc1` (centres undefined)?
RAD54 branch: 0; esBAF inh: -14

What do the screens show for `COCCCn1c(SCc2nnc(-c3ccc(OC)c(OC)c3)o2)nc2ccccc2c1=O`?
RAD54 branch: 1; esBAF inh: 8

How did O=C(NCCc1ccccc1)C1CCN(S(=O)(=O)c2cccc3nonc23)CC1 do in these assays?
RAD54 branch: 3; esBAF inh: -7

What do the screens show for `Cc1cc2n(n1)C(c1cn(-c3ccccc3)nc1C)Nc1c(C)cccc1-2` (centres undefined)?
RAD54 branch: -5; esBAF inh: -2

Results for CC(C)CC(c1nnnn1Cc1ccccc1)N1CCN(C(=O)c2ccco2)CC1 (centres undefined) ?
RAD54 branch: 2; esBAF inh: -3

What do the screens show for `CCOc1ccc(NC(=O)C2CC(=O)N(C(C)C)C2)cc1` (centres undefined)?
RAD54 branch: 12; esBAF inh: 4

What do the screens show for `CC(C)[C@H](NC(=O)NCCc1ccc(F)cc1)C(=O)O`?
RAD54 branch: -8; esBAF inh: -11

Results for CCOc1ccc(CCNC(=O)C2CCN(c3nn4c(=O)cc(C)nc4s3)CC2)cc1 ?
RAD54 branch: 11; esBAF inh: -4

How did COc1cc(/C=N\NC(=O)CNC(=O)c2cccc([N+](=O)[O-])c2)ccc1O do in these assays?
RAD54 branch: -1; esBAF inh: -3

Results for Cc1nn(C)cc1/C=C1\CCC/C(=C\c2cn(C)nc2C)C1=O ?
RAD54 branch: -7; esBAF inh: 3

What do the screens show for `O=C(N/C=N/OCc1ccc(Cl)cc1Cl)NOCc1c(Cl)cccc1Cl`?
RAD54 branch: -1; esBAF inh: -5

Results for O=C(N1CCN(CCO)CC1)N1c2ccccc2C=Cc2ccccc21 ?
RAD54 branch: -1; esBAF inh: 0

Results for CC(=O)Nc1ccc(S(=O)(=O)N(C)CC(=O)Nc2ccccc2N2CCOCC2)cc1 ?
RAD54 branch: -1; esBAF inh: -3

How did Cc1ccc(-n2nc(C(=O)NCc3ccco3)c3c4ccccc4n(C)c3c2=O)cc1 do in these assays?
RAD54 branch: 3; esBAF inh: 7

Results for C/C=C/C=N/NC(=O)CN(c1ccc(Br)cc1)S(=O)(=O)c1ccccc1 ?
RAD54 branch: 2; esBAF inh: 11

How did O=Cc1c(N2CCCCCC2)nc2ccccn2c1=O do in these assays?
RAD54 branch: 9; esBAF inh: -4

How did C=CCNc1nc(SCC=C)nc2ccsc12 do in these assays?
RAD54 branch: -3; esBAF inh: 1
